N-glyco inh: N-linked glycosylation inhibition. D54 ERlucT glycosylation luciferase reporter, 24 h; percent of 100 nM tunicamycin response. reporter increase, % at 12.5 µM. 360,000 compounds, 0.23% hits;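 active means mean luciferase reporter signal, scaled so untreated is 0 and the glycosylation-blocking control 100, at or above a set limit in every replicate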;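 further: luciferase carries N-glycosylation sites so blocking glycosylation raises the light; 0% = median of neutral control wells and 100% = median of 100 nM tunicamycin wells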
ABHD5 PLIN5 PPI: blocks binding of human ABHD5 to perilipin-5; inhibition, % at 4 µM; Q00G26+Q8WTS1; Split G. princeps luciferase complementation, luminescence, 4 h; 360,000 compounds, 0.78% hits;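 active means inhibition above the mean inhibition across every tested compound plus 3 SD, cut at about 22% in these data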;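 further: 0% = DMSO only wells and the 100% control is not disclosed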
MC4R ag barr: activates human MC4R beta-arrestin recruitment | U2OS MC4R beta-arrestin complementation, luminescence; percent of melanotan II response, DMSO zero | activation, % at 8.9 µM | 360,000 compounds, 0.98% hits;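 active means activation above a per-plate cutoff, the mean activation of sample wells on that plate plus 3 SD, cut at about 8% in these data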
m5-HT2A agonist: mouse HTR2A agonism via beta-arrestin recruitment; P35363; CHO-K1 mHTR2A beta-arrestin complementation, luminescence; percent of 30 µM serotonin response; activation, % at 7.6 µM; 360,000 compounds, 0.66% hits;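 active means activation above a run cutoff, the mean activation of all tested compounds plus 3 SD, cut at about 14% in these data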;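 further: 0% = plate median of compound wells and 100% = 30 µM serotonin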
ABCB6 inh MLPCN: human ABCB6 transporter inhibition. Q9NP58. K562-ABCB6 porphyrin accumulation, flow cytometry, 1 h; active compounds read low. 360,000 compounds, 0.19% hits. AID 602162. fluorescence ratio to DMSO, % at 10 µM;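 active means fluorescence ratio to DMSO below 75%, the collection mean minus 3 SD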;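 further: signal is porphyrin accumulated inside mitochondria; 100% equals median channel fluorescence of DMSO control wells; lower ratio means ABCB6 inhibition with less porphyrin fluorescence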
Target sequence (Q9NP58 whole entry, looked up): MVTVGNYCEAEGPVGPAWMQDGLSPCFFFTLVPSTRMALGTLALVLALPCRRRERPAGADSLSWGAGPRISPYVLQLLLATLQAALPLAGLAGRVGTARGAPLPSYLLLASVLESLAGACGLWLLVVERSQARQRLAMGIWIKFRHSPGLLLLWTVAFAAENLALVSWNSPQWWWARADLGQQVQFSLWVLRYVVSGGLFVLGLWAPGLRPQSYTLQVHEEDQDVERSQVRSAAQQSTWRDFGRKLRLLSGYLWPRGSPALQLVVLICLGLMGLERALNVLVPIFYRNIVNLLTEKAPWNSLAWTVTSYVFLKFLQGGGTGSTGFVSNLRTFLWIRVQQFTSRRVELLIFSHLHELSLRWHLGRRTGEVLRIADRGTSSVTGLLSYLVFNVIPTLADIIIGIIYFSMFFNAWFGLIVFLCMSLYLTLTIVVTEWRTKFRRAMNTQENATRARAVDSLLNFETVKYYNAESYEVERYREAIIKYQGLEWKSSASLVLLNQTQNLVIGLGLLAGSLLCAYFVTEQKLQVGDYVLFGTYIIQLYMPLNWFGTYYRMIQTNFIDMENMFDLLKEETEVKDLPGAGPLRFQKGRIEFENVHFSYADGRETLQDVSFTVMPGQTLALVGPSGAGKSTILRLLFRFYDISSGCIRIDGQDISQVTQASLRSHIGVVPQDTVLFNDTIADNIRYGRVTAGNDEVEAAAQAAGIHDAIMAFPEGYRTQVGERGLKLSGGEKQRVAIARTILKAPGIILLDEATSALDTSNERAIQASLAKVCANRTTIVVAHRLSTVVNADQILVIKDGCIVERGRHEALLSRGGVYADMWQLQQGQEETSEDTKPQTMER
MC4R antagonist: antagonists of human melanocortin 4 receptor (MC4R) | P32245 | MC4R-expressing cells, MTII-stimulated cAMP, LANCE TR-FRET | inhibition, % at 6.5 µM | 360,000 compounds, 0.48% hits;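 active means inhibition above its plate's cutoff, the mean of tested wells on that plate plus 3 SD, cut at about 29% in these data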;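 further: 0% = Melanotan II alone and 100% = Melanotan II plus saturating MCL0020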
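material = U2OS cells stably expressing human melanocortin 4 receptor (MC4R) | also added = Melanotan II challenge | dosing = single nominal compound dose of 6.5 µM | detection = TR-FRET with Eu-cAMP and labeled anti-cAMP, 671 nm | replication = singlicate | timing = compound 30 min, challenge 1 h, detection 1 h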
Cardio protect: protects H9c2 cardiomyocytes from peroxide injury. AID 588492. 360,000 compounds, 0.63% hits. H2O2 injury protection, ATPLite, 2 h. protection from H2O2 cell death, % at 20 µM;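 active means compounds giving at least 50% protection of heart cells from peroxide-induced death in the single-dose screen, raw or plate-pattern-corrected value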;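 further: 0% = DMSO wells with peroxide and 100% = DMSO wells without peroxide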
CaV13 ICDI inh: Disruptors of the CACNA1D IQ motif to Ca2+-dependent inactivation inhibitor domain association, primary screening, Förster resonance energy transfer in intact living …; HEK cells, CFP/YFP FRET ICDI-IQ, plate reader, 10 min; percent FRET-ratio fall versus neutral wells; inhibition, % at 12.3 µM; 340,000 compounds, 0.098% hits;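 active means mean replicate inhibition of at least 30% and at least 1% of replicates passing that level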;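 further: 0% = median of the neutral control wells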
Exocytosis inh: lytic granule exocytosis inhibition; TALL-104 LAMP-1 surface exposure, flow cytometry; cells stimulated with thapsigargin and PMA; inhibition, % at 10 µM; 360,000 compounds, 0.66% hits; AID 651702;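 active means inhibition above about 55%, limit read from the data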
PDI inh: blocks human protein disulfide isomerase activity. 350,000 compounds, 0.052% hits. PDI insulin aggregation turbidity, A650, 90 min. inhibition, % at 10 µM;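 active means mean inhibition across replicates of 30% or more, whatever share of single replicates reach that level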;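 further: absorbance from insulin aggregation driven by PDI reduction with DTT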
Numbers without * were called inactive; nt = no result given. The order is random; overall some 4.2% were active at least once.

Order of results: N-glyco inh	ABHD5 PLIN5 PPI	MC4R ag barr	m5-HT2A agonist	ABCB6 inh MLPCN	MC4R antagonist	Cardio protect	CaV13 ICDI inh	Exocytosis inh	PDI inh
CC(OC(=O)C1CCCC1)C(=O)Nc1ncc(Cl)cc1Cl (stereo unspecified)
→ -1	-7	-2.1	-2	83	3	8	-2	0	-6
CCCCOc1ccc(C(=O)NCCc2ccccc2)cc1
→ -5	-9	1.5	1	98	16	-9	-6	-2	2
Cc1ccc(NS(=O)(=O)c2ccccc2Cl)c2c1CC(C)(C)O2
→ -2	1	1.7	-4	94	17	-4	-4	-1	1
CN(C)CCOc1ccccc1-c1ccccc1
→ 3	3	0.4	-6	96	2	-4	-4	0	7
CN(C(=O)COC(=O)C1CCN(S(=O)(=O)c2c(Cl)cccc2Cl)CC1)C1CCCCC1
→ 0	-15	2.8	-1	98	3	-4	-4	-4	-5
O=C(Cn1ncc(Cl)c(Cl)c1=O)NC1CCCCC1
→ 15	2	-0.9	-2	101	47*	-28	-5	2	-3
CCOC(=O)c1ccc2c(c1)[n+](CC)c(C)n2-c1ccccc1
→ 3	-1	-1.5	-2	99	2	-2	-7	1	1
CCc1ccccc1N(CC(=O)N1CCCCCC1)S(C)(=O)=O
→ 0	0	-0.5	3	92	14	-5	-1	-10	12
CCCOCCOC(=O)C1=C(C)NC(=O)NC1c1cc(Cl)c(O)c(OC)c1 (stereo unspecified)
→ 0	6	0.4	3	89	-3	3	-9	-5	-5
COc1cc(OC)cc(N(C(=O)CNC(=O)c2ccco2)C(C(=O)NCC2CCCO2)c2ccccc2)c1 (stereo unspecified)
→ 0	1	-2.2	-5	100	5	11	-3	-5	7
O=[n+]1cc(-c2ccc(Cl)cc2)n([O-])c2c1CCCCC2
→ 2	6	4.4	1	99	5	4	-3	2	-6
Cc1cc(C)cc(OCC(=O)OCC(=O)N(C)CC(=O)Nc2ccc(F)cc2)c1
→ -2	1	-1.7	8	102	6	-2	-6	9	-2
Clc1ccc(-c2ccc(/C=N/Nc3nncc(-c4ccccc4)n3)o2)cc1
→ 2	-4	0.0	-4	91	4	25	-3	-3	5
Cn1c2c(c(=O)n(C)c1=O)C1c3ccccc3OCC1C(C)(C)O2 (stereo unspecified)
→ 0	-1	-0.7	0	104	0	11	-1	2	nt
CCN(C(=O)c1ccc2c(=O)n3c(nc2c1)CCCCC3)c1ccccc1C
→ 0	2	-0.3	-2	97	4	4	-2	3	7
CC(C)Nc1ncnc2[nH]ncc12
→ -2	2	-2.4	3	101	18	-1	-5	14	-8
Cc1cc(OCC(=O)N2CCC(C(=O)O)CC2)c2c(C)c(C)c(=O)oc2c1
→ 2	-4	0.9	-5	102	10	3	nt	0	nt
O=C(NCCOC(=O)c1ccc([N+](=O)[O-])cc1)c1cccnc1
→ -1	2	-0.8	3	96	20	-2	-2	1	1
Cc1cc(Cl)ccc1NC(=S)NCCc1ccc(Cl)cc1
→ -2	-4	3.0	0	97	-2	-15	24	30	8
CCCS(=O)(=O)NC(=O)C1(C)CCN(C(=O)c2ccc3ccccc3c2)C1 (stereo unspecified)
→ 2	-1	-0.2	0	99	-1	6	nt	14	-3
COc1cc(NC(=O)c2cccs2)c(C(=O)OCC(=O)NC(=O)NCc2ccccc2)cc1OC
→ 3	3	-1.6	6	94	10	27	nt	1	-5
O=C(NC1CCCc2ccccc21)C1CCC(CNc2c(N3CCOCC3)c(=O)c2=O)CC1 (stereo unspecified)
→ 2	-2	-0.9	-1	101	0	9	-5	-2	-10
CC(=NCCN1CCN(C(C)=C2C(=O)c3ccccc3C2=O)CC1)C1=C(O)CC(C)(C)CC1=O
→ 1	7	-1.2	0	100	6	18	-5	1	0
CCc1nc(-c2ccc(OC)c(OC)c2)cc2cc(OC)c(OC)cc12
→ 8	2	0.4	-1	92	1	4	-5	-4	-9
COc1cccc(CNC(=O)CCNC(=O)C2CCN(S(=O)(=O)c3ccc(F)cc3)CC2)c1
→ 3	0	-1.7	-4	106	7	-3	-1	-1	0
N#Cc1cn(CC(=O)NCCc2c[nH]c3ccccc23)c2ccccc12
→ 1	9	-1.6	-1	92	8	8	-4	0	4
CC(C)OC(=O)CSc1nc(N)c(C#N)c(-c2cccs2)c1C#N
→ 0	-3	0.6	-4	99	7	-6	-5	-7	4
CC(C)(C)C(=O)Nc1ccnn1C1CCN(C(=O)c2ccc(Cl)cc2F)CC1
→ 1	-2	-1.2	7	100	7	3	nt	9	0
CC1=NN(c2ccccc2)C(=O)C1=C(C)C
→ -1	-19	-2.9	-2	106	14	6	-2	-1	2
CC(C)(C)c1nc(SCC(=O)NC2CCCC2)c2ccccc2n1
→ -4	-3	1.4	-4	101	29*	2	-7	-5	-1

A portion of the results above, for reference:
Order of results: N-glyco inh	ABHD5 PLIN5 PPI	MC4R ag barr	m5-HT2A agonist	ABCB6 inh MLPCN	MC4R antagonist	Cardio protect	CaV13 ICDI inh	Exocytosis inh	PDI inh
CC(OC(=O)C1CCCC1)C(=O)Nc1ncc(Cl)cc1Cl (stereo unspecified)
→ -1	-7	-2.1	-2	83	3	8	-2	0	-6
CCCCOc1ccc(C(=O)NCCc2ccccc2)cc1
→ -5	-9	1.5	1	98	16	-9	-6	-2	2
Cc1ccc(NS(=O)(=O)c2ccccc2Cl)c2c1CC(C)(C)O2
→ -2	1	1.7	-4	94	17	-4	-4	-1	1
CN(C)CCOc1ccccc1-c1ccccc1
→ 3	3	0.4	-6	96	2	-4	-4	0	7
CN(C(=O)COC(=O)C1CCN(S(=O)(=O)c2c(Cl)cccc2Cl)CC1)C1CCCCC1
→ 0	-15	2.8	-1	98	3	-4	-4	-4	-5
O=C(Cn1ncc(Cl)c(Cl)c1=O)NC1CCCCC1
→ 15	2	-0.9	-2	101	47*	-28	-5	2	-3
CCOC(=O)c1ccc2c(c1)[n+](CC)c(C)n2-c1ccccc1
→ 3	-1	-1.5	-2	99	2	-2	-7	1	1
CCc1ccccc1N(CC(=O)N1CCCCCC1)S(C)(=O)=O
→ 0	0	-0.5	3	92	14	-5	-1	-10	12
CCCOCCOC(=O)C1=C(C)NC(=O)NC1c1cc(Cl)c(O)c(OC)c1 (stereo unspecified)
→ 0	6	0.4	3	89	-3	3	-9	-5	-5
COc1cc(OC)cc(N(C(=O)CNC(=O)c2ccco2)C(C(=O)NCC2CCCO2)c2ccccc2)c1 (stereo unspecified)
→ 0	1	-2.2	-5	100	5	11	-3	-5	7
O=[n+]1cc(-c2ccc(Cl)cc2)n([O-])c2c1CCCCC2
→ 2	6	4.4	1	99	5	4	-3	2	-6

Other records.
Order of results: N-glyco inh	ABHD5 PLIN5 PPI	MC4R ag barr	m5-HT2A agonist	ABCB6 inh MLPCN	MC4R antagonist	Cardio protect	CaV13 ICDI inh	Exocytosis inh	PDI inh
O=C(NC1CS(=O)(=O)CC1NCc1ccco1)c1ccccc1 (stereo unspecified)
→ 1	-6	-2.3	0	86	-2	-1	1	3	1
COc1cc(/C=N/N(C)C)cc(Br)c1O
→ 2	6	2.0	3	94	4	-3	-5	7	10
COc1ccc(N(CC(O)CN2CCOCC2)S(=O)(=O)c2ccc(C)cc2)cc1 (stereo unspecified)
→ -2	-8	-1.9	-8	92	1	-2	-5	-7	-3
COc1ccc(CCNc2ccc(C(CC(N)=O)NC(=O)c3ccc(Br)cc3)cc2[N+](=O)[O-])cc1 (stereo unspecified)
→ 1	0	4.6	-2	95	6	3	-5	-2	1
CC(C)CSc1nc2c(c(=O)[nH]c(=O)n2C)n1CC(O)COc1cccc2ccccc12 (stereo unspecified)
→ 7	-17	14*	1	88	7	5	-3	0	9
COC(=O)C1CCN(C(=O)C2CCN(C(=O)[C@H](C)NS(=O)(=O)c3ccc(C)cc3)CC2)CC1
→ 1	3	-0.5	-2	98	-2	-2	nt	2	nt
O=C(Nc1ccc(NC(=O)c2cccnc2)cc1)c1ccccc1
→ -3	3	0.8	11	89	-1	-1	-3	0	10
CCOC(=O)c1nnn(-c2nonc2N)c1CN1CCCCCC1
→ 3	1	-0.6	1	96	-2	6	-5	-1	19
O=C(Oc1ccc(Br)cc1C(=S)N1CCOCC1)c1cccc([N+](=O)[O-])c1
→ -1	15	0.8	4	101	-3	6	-7	11	4
COc1ccc(NC(=O)COC(=O)Cc2ccc(Br)cc2)cc1
→ 1	-5	2.0	8	102	16	-2	9	-1	7
CCOc1ccc(CNC(=O)C(CC)n2nc(C)n3c(cc4occc43)c2=O)cc1OC (stereo unspecified)
→ 0	-4	-1.1	0	116	-7	10	-5	-1	5
N#Cc1cnn2c(C(F)(F)F)c3c(nc12)CCCC3
→ -1	-7	-0.1	6	102	-5	2	-7	-1	-7
CS(=O)(=O)N(CCc1ccccc1)CC(=O)NCc1cccnc1
→ 0	-1	-0.6	5	90	-1	-2	-1	-1	-1
O=C(c1cccc(-c2ccc(O)cc2)c1)N1CCOCC1
→ 1	-2	0.4	1	92	11	5	-2	-2	1
Cc1ccc(-n2nnc3c(=O)n(CC(=O)N4CCC(C)CC4)cnc32)cc1
→ -1	9	-1.6	4	100	2	0	-6	1	20
COc1ccccc1S(=O)(=O)N(C)C[C@@H]1OCc2cn(nn2)CCCC(=O)N([C@H](C)CO)C[C@H]1C
→ 0	-2	-0.7	1	103	8	9	-3	-3	-6
Nc1c(C(=O)NCC2CCCO2)c2nc3ccccc3nc2n1/N=C/c1ccncc1 (stereo unspecified)
→ 3	-2	-0.5	11	97	8	19	-2	2	8
O=C(OCc1cn([C@@H]2C[C@H](c3ccccc3)N(C(=O)c3cccs3)C[C@H]2O)nn1)c1ccccc1
→ -1	4	-0.4	-1	99	10	-9	-3	0	0
CC(C)N(C(=O)CSc1nnc(C2CC2)n1C1CC1)c1ccccc1
→ 0	-1	-1.3	7	100	1	1	-6	-1	-4
Cc1ccc(NS(=O)(=O)c2ccc(NC(=O)C3CC3)cc2)cc1C
→ -4	-1	0.6	-5	102	1	-10	-3	-6	8

Screening results: PubChem BioAssay, several laboratories
